From PubChem
tuberculosis growth = growth inhibition of non-replicating M. tuberculosis (AID 488890) | Mycobacterium tuberculosis non-replicating, growth inhibition; higher % means a stronger effect | inhibition, % at 25 µM; hits with a dose series show IC50 in µM | hit rate 0.39% among 320,000; in the data active = a potency from the dose series; inconclusive = inhibition mostly from about 82% at the one dose, without a potency; inactive = the rest, 99 in 100 with inhibition below about 76%;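 also: plate controls were DMSO cells for no effect and high antibiotic wells for full effect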
influenza NS1A = NS1A inhibition, H1N1 influenza, cell based functional assay (AID 504329); NS1A functional cell-based assay, percent inhibition; higher % means a stronger effect; inhibition, % at 12.5 µM; hits with a dose series show IC50 in µM; hit rate 0.3% among 340,000; in the data active = a potency from the dose series; inconclusive = inhibition above about 27% without an active follow-up result; also: strong numbers were not always called active
PhoP GFP inhibition = PhoP regulon inhibitors, Salmonella typhi PhoP promoter GFP reporter, confirmatory (AID 1850). Salmonella Typhi PhoP-promoter GFP reporter, fluorescence, 4 h; higher % means a stronger effect. inhibition, % at 50 µM; hits with a dose series show IC50 in µM. hit rate 0.33% among 310,000; in the data active = a potency from the dose series; inconclusive = inhibition mostly from about 25% at the one dose, without a potency; inactive = the rest, 99 in 100 with inhibition below about 19%;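 also: 0% = induced wells with vehicle and 100% = uninduced wells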
inhibitors of VEEV = inhibitors of VEEV TC-83 cytopathic effect, confirmation, Vero cells (AID 588727). hit rate 0.13% among 350,000. Vero cells, VEEV TC-83 cytopathic effect inhibition; higher % means a stronger effect. inhibition, % at 20 µM, or IC50 in µM where a hit was titrated; in the data active = a potency from the dose series; inconclusive = inhibition mostly from about 14% at the one dose, without a potency; inactive = the rest, 99 in 100 with inhibition below about 12%; also: strong numbers were not always called active
H37Rv inhibition = M. tuberculosis growth inhibition, HTS (AID 449762) | inhibition, % at 25 µM; hits with a dose series show IC50 in µM | hit rate 0.59% among 330,000 | M. tuberculosis H37Rv growth inhibition, 7H9 media; higher % means a stronger effect; in the data active = a potency from the dose series; inconclusive = inhibition above about 70% without an active follow-up result;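 also: bacterial growth assessed after seven days of incubation; strong numbers were not always called active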
inhibitors of VEEV 10K pilot screen = recorded beside inhibitors of VEEV, whose call it bears; inhibition, %; measured here: 10K pilot screen inhibition
* hit, by the source's call; i = inactive; ? = inconclusive; . = not tested or not shown.

SMILES	tuberculosis growth	influenza NS1A	PhoP GFP inhibition	inhibitors of VEEV	H37Rv inhibition	others
COC(=O)c1cncc(C)c1	-11%	-9%	-3%	0.6%	7%
O=C1CCCN1CCCNCCCn1cnc2c(OCc3ccccc3)ncnc21	.	21%	.	0.0%	.
COc1ccc(C2=Nn3c(nnc3-c3cccnc3)SC2)cc1OC	5%	-1%	-11%	3.9%	-4%
COc1ccc(-c2c/c(=N\c3nc(-c4ccccc4)c(C)s3)c3ccccc3o2)cc1O	43%	-4%	-14%	26%	?
O=C(CSc1nc(-c2ccco2)cc(C(F)(F)F)n1)N1CCN(Cc2ccccc2)CC1	12%	-2%	-11%	7.3%	-1%
COC(=O)C1=C(C)n2nnnc2NC1c1ccc(Cl)cc1 (stereo unspecified)	4%	-3%	1%	2.1%	0%
Nc1scn[n+]1Cc1cccc2cccnc12	-6%	-7%	9%	1.3%	-18%
Cn1c(Cn2c(=O)sc3ccccc32)nnc1SCC(=O)NC1CCCC1	11%	-4%	-11%	0.0%	-2%
Cc1cc(C)c(NC(=S)NC(=O)c2ccc(-c3ccccc3)cc2)c(C)c1	35%	-4%	0%	1.7%	0%
COc1ccc(-n2nc(C(=O)NCc3ccco3)c3ccccc3c2=O)cc1	-5%	-2%	-8%	0.9%	-6%
Cc1cccc(/C=N/NC(=O)CN2CCCCCCC2)c1	-7%	6%	14%	0.3%	-6%
NC(=O)c1c(NC(=O)C2c3ccccc3Oc3ccccc32)sc2c1CCCCC2	11%	32%	-11%	0.6%	1%

The last 5 compounds of the section before are carried over, then new ones follow.
SMILES	tuberculosis growth	influenza NS1A	PhoP GFP inhibition	inhibitors of VEEV	H37Rv inhibition	others
Cn1c(Cn2c(=O)sc3ccccc32)nnc1SCC(=O)NC1CCCC1	11%	-4%	-11%	0.0%	-2%
Cc1cc(C)c(NC(=S)NC(=O)c2ccc(-c3ccccc3)cc2)c(C)c1	35%	-4%	0%	1.7%	0%
COc1ccc(-n2nc(C(=O)NCc3ccco3)c3ccccc3c2=O)cc1	-5%	-2%	-8%	0.9%	-6%
Cc1cccc(/C=N/NC(=O)CN2CCCCCCC2)c1	-7%	6%	14%	0.3%	-6%
NC(=O)c1c(NC(=O)C2c3ccccc3Oc3ccccc32)sc2c1CCCCC2	11%	32%	-11%	0.6%	1%
Cc1cccc(-n2c(=S)[nH]c3nc4c(cc3c2=O)COC(C)(C)C4)c1	-5%	.	-3%	3.2%	-5%
O=C(NCCCN1CCN(Cc2ccccc2Cl)CC1)Nc1ccccc1	4%	-5%	-2%	i	-4%
COCCCNC(=S)N1CCN(c2nc(-c3ccccc3)cs2)CC1	28%	-24%	-6%	0.7%	0%
O=C(OCCN=C1NS(=O)(=O)c2ccccc21)c1ccccc1	-2%	6%	-8%	4.5%	6%
COc1ccccc1C(=O)NC(CCSC)C(=O)NCCCSc1ccccc1 (stereo unspecified)	16%	-3%	0%	4.0%	3%
C=CCOC(=O)C1=C(C)N=c2s/c(=C3\C(=O)N(CC(=O)O)c4ccccc43)c(=O)n2C1c1ccc(OC)cc1 (stereo unspecified)	-6%	13%	?	1.8%	10%
COc1cc2c(cc1NC(=O)COC(=O)[C@@H](NC(=O)c1ccccc1F)C(C)C)oc1ccccc12	52%	-7%	16%	4.1%	2%
CNS(=O)(=O)c1cccc(C(=O)OCC(=O)Nc2ccc(OC)cc2[N+](=O)[O-])c1	7%	-1%	-3%	0.0%	-3%
CCC(C)OC(=O)c1cc(C)nc2c(Br)cc(Br)cc12 (stereo unspecified)	10%	6%	-2%	0.7%	-4%
Cc1nc(S(=O)(=O)N(C)c2ccccc2)c(C#N)c(C)c1Cl	29%	9%	1%	i	2%
CCCCCCOc1ccc(/C(C)=N/NC2=NCCN2)cc1	?	5%	4%	i	62%
COc1ccc(CCNC(=O)CC2(CC3=NS(=O)(=O)c4ccccc4N3)CCCC2)cc1OC	4%	-1%	10%	0.5%	-4%
CCC(=O)c1cn(CC(=O)Nc2ccccc2Cl)c2ccccc12	14%	-2%	-7%	i	-26%
COc1cc2c(cc1OC)C(c1cccnc1)CC(=O)N2 (stereo unspecified)	.	-1%	11%	1.8%	-13%
CCOc1ccc(N2C(=O)Nc3ccc(Br)cc3C2(O)C(=O)NCCCN(C)C)cc1 (stereo unspecified)	1%	-32%	14%	i	2%
CCOC(=O)C1(CC2CCCCO2)CCN(C(=O)Nc2ccccc2CC)CC1 (stereo unspecified)	1%	2%	-2%	1.3%	2%
C=CCNc1nc(-c2sc(NC(=O)CC)nc2C)cs1	32%	10%	3%	7.0%	2%
CCn1cnc2cc(NCc3ccccc3Cl)ccc21	13%	-6%	-4%	1.6%	10%
Cc1ccccc1-c1nc(S(=O)(=O)c2ccc(Cl)cc2)c(NCCN2CCOCC2)o1	8%	5%	-3%	i	-6%
O=C1CCCC2=C1C(c1cccs1)Nc1ccc3ncccc3c12 (stereo unspecified)	3%	1%	10%	2.2%	-4%
O=C(N/N=C/c1ccncc1)c1cc(C2CC2)nc2ccccc12	0%	-8%	8%	5.5%	4%
C#CCOCCOCCOCCNc1nc(N2CCN(C(=O)[C@H](CCCN=C(N)N)n3cc(C(N)[C@@H](C)CC)nn3)CC2)nc(N2CCN(C(=O)[C@H](CCC(=O)O)n3cc([C@@H](N)CO)nn3)CC2)n1 (stereo partly specified)	-7%	1%	.	0.2%	4%
C=C(C)COc1ccc2c(C)c(CCC(=O)N3C[C@H]4C[C@@H](C3)c3cccc(=O)n3C4)c(=O)oc2c1	24%	7%	-7%	i	-6%
COc1ccc(C(C(=O)Nc2ccc(C(C)C)cc2)N(C)C(=O)CNC(C)=O)cc1 (stereo unspecified)	31%	9%	-12%	0.3%	10%
COc1ccc(-c2cn(Cc3ccc4c(c3)C(=O)c3ccccc3C4=O)nn2)cc1	-4%	-1%	0%	0.1%	11%
O=C1COc2ccc(NC(=O)c3ccccc3C(=O)O)cc2N1	-13%	-9%	-4%	i	-4%
CC(CCc1ccco1)NC(=O)Cn1ncc2c1-c1ccccc1OC2 (stereo unspecified)	.	27%	-10%	0.7%	-10%
C/C(N)=N\S(=O)(=O)c1ccc(Cl)cc1	1%	-8%	-1%	0.7%	-2%
COC(=O)c1c(NC(=O)CN2C(=O)NC3(CCc4ccccc4C3)C2=O)sc2c1CCCCC2 (stereo unspecified)	0%	2%	-6%	1.9%	6%
C/C=C(\C)C(=O)O[C@H](c1cc2ccc(=O)oc2cc1OC)[C@@H](O)C(C)(C)O	-1%	-1%	.	0.1%	-11%	inhibitors of VEEV 10K pilot screen=0.0
N=C1/C(=C\c2coc3ccccc3c2=O)C(=O)N=C2SC=CN12	i	6%	20%	9.3%	7%
COc1cc2c(cc1OC)CN(C(=O)COc1ccc(C#N)cc1)CC2	15%	7%	-2%	0.1%	-7%
COc1cccc(CNC(C)(C)CO)c1OCc1ccc(Cl)cc1	-3%	-3%	5%	i	-1%
COc1cc(-c2noc(CCC(=O)NC3CCCC3)n2)cc(OC)c1OC	4%	5%	1%	0.1%	2%
CC(C)N1C(=O)C2C(c3ccccc3O)NC(C)(C(=O)O)C2C1=O (stereo unspecified)	-5%	-6%	-10%	i	-9%
COc1cccc(OC)c1C(=O)Nc1ccccc1C(=O)N1CCCCCC1	.	-11%	-7%	4.2%	-18%

Six entries picked at random from those above:
SMILES	tuberculosis growth	influenza NS1A	PhoP GFP inhibition	inhibitors of VEEV	H37Rv inhibition	others
COc1ccc(-c2cn(Cc3ccc4c(c3)C(=O)c3ccccc3C4=O)nn2)cc1	-4%	-1%	0%	0.1%	11%
COc1cc(-c2noc(CCC(=O)NC3CCCC3)n2)cc(OC)c1OC	4%	5%	1%	0.1%	2%
CC(C)N1C(=O)C2C(c3ccccc3O)NC(C)(C(=O)O)C2C1=O (stereo unspecified)	-5%	-6%	-10%	i	-9%
CC(CCc1ccco1)NC(=O)Cn1ncc2c1-c1ccccc1OC2 (stereo unspecified)	.	27%	-10%	0.7%	-10%
COC(=O)c1c(NC(=O)CN2C(=O)NC3(CCc4ccccc4C3)C2=O)sc2c1CCCCC2 (stereo unspecified)	0%	2%	-6%	1.9%	6%
O=C1COc2ccc(NC(=O)c3ccccc3C(=O)O)cc2N1	-13%	-9%	-4%	i	-4%

(more compounds)
SMILES	tuberculosis growth	influenza NS1A	PhoP GFP inhibition	inhibitors of VEEV	H37Rv inhibition	others
O=C(c1ccco1)N1CCN(Cc2ccc(F)cc2)CC1	-2%	-4%	2%	i	-2%
CCCC(C)NC(=O)Cc1ccc(Br)cc1 (stereo unspecified)	59%	0%	8%	3.9%	8%
COc1ccccc1N(CC(=O)Nc1cccnc1)S(=O)(=O)c1ccccc1	9%	4%	2%	0.2%	-2%
O/N=C1/CCc2nonc2/C1=N/O	-11%	0%	0%	0.4%	-2%
CCOC(=O)c1cc(=O)n2nc(-c3ccc(C)cc3)nc2s1	?	-2%	-5%	5.0%	3%
CNC(=S)Nc1ccc2[nH]c(=O)[nH]c2c1	-27%	-6%	6%	1.5%	3%
CCOC(=O)c1cnc2ccc(OCC)cc2c1N(C)Cc1ccccc1	27%	0%	-7%	7.1%	-2%
C=Cc1cc(OC)c2c(c1)c(=O)oc1c2cc(OC)c2c(O)ccc(C3OC(C)C(O)C(C)(O)C3O)c21 (stereo unspecified)	.	-5%	.	1.6%	.
O=C(NCCCN1CCCC1=O)c1cc(S(=O)(=O)N2CCOCC2)ccc1Cl	-10%	-1%	7%	i	-2%
O=C(OC1CCOC1=O)C1CCN(S(=O)(=O)c2ccccc2)CC1 (stereo unspecified)	-13%	-5%	.	0.5%	-6%
COc1ccc(/C=N/Nc2nnc(-c3ncc[nH]3)c3ccccc23)cc1	9%	-4%	-6%	i	45%
Cc1cccc(C(=O)NC2=NCCS2)c1	12%	6%	-5%	0.2%	9%	inhibitors of VEEV 10K pilot screen=0.2
CN(C)C(=O)CSc1nc(-c2cccs2)c(-c2cccs2)[nH]1	-9%	5%	-2%	1.0%	-2%
COc1cc(C(=O)NCCCNc2nc3cc(C)cc(C)c3cc2C#N)cc(OC)c1OC	24%	6%	6%	6.6%	3%
CC(C)C(=O)NC(=S)Nc1ccccn1	-3%	-1%	1%	i	-5%	inhibitors of VEEV 10K pilot screen=0.9
CCN(Cc1ccccc1)C(=O)CN1C(=S)NC(C)(C)CC1C (stereo unspecified)	2%	-3%	-10%	0.8%	7%
Cc1c(CC(=O)N2C[C@H]3C[C@@H](C2)c2cccc(=O)n2C3)c(=O)oc2cc3occ(C(C)(C)C)c3cc12	55%	0%	2%	7.7%	-4%
Cc1cc(C)cc(NC(=O)Nc2ccc3c(c2)CCC3)c1	-8%	9%	-13%	3.1%	-28%
O=C(CCc1ccccc1F)N1CCN(c2ccccc2)CC1	2.1µM*	-1%	-3%	0.0%	3%
COc1ccccc1-c1csc2ncnc(Sc3nnnn3C)c12	51%	-3%	.	?	-18%
CCOCC(=O)Nc1cc(C(=O)Nc2ccc(F)cc2)ccc1Cl	-2%	.	1%	.	17%
CCOC(=O)/C(=C/c1ccc(F)cc1)NC(C)=O	2%	15%	-10%	1.2%	0%

A draw from above in order of length of the SMILES, low to high.
SMILES	tuberculosis growth	influenza NS1A	PhoP GFP inhibition	inhibitors of VEEV	H37Rv inhibition	others
O=C(CCc1ccccc1F)N1CCN(c2ccccc2)CC1	2.1µM*	-1%	-3%	0.0%	3%
Cc1cc(C)cc(NC(=O)Nc2ccc3c(c2)CCC3)c1	-8%	9%	-13%	3.1%	-28%
CCN(Cc1ccccc1)C(=O)CN1C(=S)NC(C)(C)CC1C (stereo unspecified)	2%	-3%	-10%	0.8%	7%
COc1cc(C(=O)NCCCNc2nc3cc(C)cc(C)c3cc2C#N)cc(OC)c1OC	24%	6%	6%	6.6%	3%
Cc1c(CC(=O)N2C[C@H]3C[C@@H](C2)c2cccc(=O)n2C3)c(=O)oc2cc3occ(C(C)(C)C)c3cc12	55%	0%	2%	7.7%	-4%
